Screening data from PubChem.
Pf Dd2 growth = inhibitors of Plasmodium falciparum Dd2 growth | P. falciparum Dd2 growth, SYBR Green, 72 h | Potency, µM (highest dose often 28.9 µM), inactives show top-dose activity, negative = inhibition, usual class: inhibitors | 120,000 compounds, 4.3% hits | AID 1347417; active = well fitted inhibition curve with a large enough effect; inconclusive = small, poorly fitted or top-dose-only effect; inactive = no such curve, though single readings can be large or run the other way;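 note: plate controls were DMSO vehicle for no effect and reference drug for full effect; nearly all actives have a fitted effect of over 65% in size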
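Infected erythrocytes (Dd2, 0.3% parasitemia, 2.5% hematocrit final) are added to compound in RPMI-1640/Albumax II medium, grown 72 h at 37C in low oxygen, then lysed with saponin/Triton-X containing SYBR Green and read by fluorescence.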
* marks the source's active call; other numbers are inactive results; i = inactive; ? = inconclusive; [ ] = another dose, or the depositor's remark. Potency is the fitted concentration of half-maximal effect. A portion of the library; count on the stated rates, not on these rows.

The opening 2 compounds, ahead of the listing:
SMILES	Pf Dd2 growth
Cc1noc2ncnc(N3CCCC(C(=O)Nc4cccc(C(F)(F)F)c4)C3)c12 (configuration not stated)	?
O=C(O)C1=NOC2CN(CC3CCNC3)CC12 (configuration not stated)	11.0%[44.1 µM]

Results, from the start:
SMILES	Pf Dd2 growth
Cc1noc2ncnc(N3CCCC(C(=O)Nc4cccc(C(F)(F)F)c4)C3)c12 (configuration not stated)	?
O=C(O)C1=NOC2CN(CC3CCNC3)CC12 (configuration not stated)	11.0%[44.1 µM]
O=C(c1cccnc1)N1CCCC2(C1)C(=NC1CCCC1)NC(=O)N2c1cc(F)cc(F)c1 (configuration not stated)	-17.3%
COc1ccc(-c2cn3c(n2)N(C(=O)Cn2ccnc2)CCC3)cc1	6.3%
COCCOCc1nc(C2CCN(C(=O)Nc3ccccc3F)CC2)no1	16.0%
CCC(CC)C(=O)Nc1ccc([C@@H](O)[C@H]2COCC(=O)N2)cc1	8.3%[44.1 µM]
COc1cccc(CNC(=O)Nc2cccc(-c3ccc(N4CCCCC4)nn3)c2)c1	?
Cc1cccc(NC(=O)Cn2c(=O)n(CCCCCC(=O)NCc3ccccc3)c(=O)c3sccc32)c1	i
COc1ccccc1CN1C[C@@H]2C(=O)N(CCCN3CCCC3=O)C(=O)[C@@H]2C1	21.3%
COc1ccc(CNC(=O)Cc2c(C)c3cc4c(C)coc4c(C)c3oc2=O)cc1OC	-19.3%
COc1ccc(-c2noc(CSc3nnc(-c4ccccc4)n3-c3ccc(F)cc3)n2)c(OC)c1	?
COc1cccc(N2C(=O)NC(=NC3CCCCC3)C23CCN(CC2CC2)CC3)c1	-3.1%
CC(C)c1ccc(N2C[C@]34C=C[C@H](O3)C(C(=O)N3CCSCC3)C4C2=O)cc1 (some centres not stated)	-9.2%
O=C1NCCC[C@@H]1NC(=O)[C@H]1CN(C(=O)c2cccc(F)c2)CCN1C(=O)c1cncnc1	-3.9%
CC(=O)NCCc1ncc(C)n1C1CCCC1	-3.0%
CC(C)[C@@H]1CN(S(=O)(=O)c2ccc(Cl)cc2Cl)C[C@H]1N(C)C	?
COc1ccc(-c2cnn3c(C)cc(C)nc23)cc1OC	-0.6%
COCC1(CNCc2cccc(OC)c2)C[C@@H](O)[C@@H](O)C1 (some centres not stated)	?
CCn1ccc(C(=O)N2CCCC(CN3CCC(C)CC3)CC2)n1 (configuration not stated)	i
CCCC(=O)N1Cc2ccccc2CC2(CCN(Cc3ccccn3)C2)C1 (configuration not stated)	?
Cc1ccc(-c2cc(C(F)(F)F)c(C#N)c(SCC(=O)O)n2)cc1	28.8%
Cc1ccc(CNC(=O)c2ccc3c(c2)CN(Cc2cc(F)c(F)c(F)c2)CCO3)cc1	-24.5%
Cc1ccc(-n2ncc(C(=O)NCCN3CCN(C)CC3)c2C2CCN(C(=O)OC(C)(C)C)CC2)cc1C	?
COc1ccccc1/C=C/c1nc(C#N)c(N(C)C)o1	-13.5%

4 entries drawn at random from the list so far:
SMILES	Pf Dd2 growth
CCn1ccc(C(=O)N2CCCC(CN3CCC(C)CC3)CC2)n1 (configuration not stated)	i
CC(C)[C@@H]1CN(S(=O)(=O)c2ccc(Cl)cc2Cl)C[C@H]1N(C)C	?
CC(C)c1ccc(N2C[C@]34C=C[C@H](O3)C(C(=O)N3CCSCC3)C4C2=O)cc1 (some centres not stated)	-9.2%
CCCC(=O)N1Cc2ccccc2CC2(CCN(Cc3ccccn3)C2)C1 (configuration not stated)	?

Later entries.
SMILES	Pf Dd2 growth
CCOc1ccc(NC(=O)CCNS(=O)(=O)c2cccc3nsnc23)cc1	14.8%
COc1ccc(CNC(=O)c2nc(SC(C)C)ncc2Cl)cc1	-0.2%
Cc1nc2cccnc2n1-c1cccc(C(=O)N2CCN(c3cccc(Cl)c3)CC2)c1	?
COc1cc(C(=O)N2CCc3c([nH]c4ccccc34)C2c2ccc(F)cc2)cc(OC)c1OC (configuration not stated)	4.47µM*
Cc1nc(-c2c3n(c(=O)n(CC(=O)Nc4ccc(F)cc4)c2=O)CCCCC3)no1	i
COc1cc(OC)cc(C(=O)Nc2cc(-c3nc4cc(Cl)ccc4o3)ccc2Cl)c1	31.2%[activator]
CSc1ccc(-c2nc(CN3CCN(C(C)=O)CC3)c(C)o2)cc1	-10.1%
COc1ccccc1NC(=O)C1=C(C)Nc2c(C(=O)Nc3cccc(C)c3)cnn2C1c1ccccc1C (configuration not stated)	?
COCCOC(=O)C1=C(C)N=C2SC=C(CC(=O)N3CCCC3)N2C1c1cccc(F)c1 (configuration not stated)	?
COc1ccc(NC(=O)C(=O)Nc2ccc3nc4n(c(=O)c3c2)CCCCC4)c(OC)c1	-9.8%
Cc1cccc(C(=O)N2C[C@H]3OC(=O)N(CCCN4CCOCC4)[C@H]3C2)c1	-4.8%
Fc1ccc(-c2cnc([C@@H]3COCCN3Cc3cccnc3)[nH]2)cc1	i
O=S(=O)(c1ccccc1F)N1CCC(n2cnnc2C2CC2)CC1	i
Cc1cccc(NC(=O)CCS(=O)(=O)c2ccc3c(c2)n(C)c(=O)c(=O)n3C)c1C	45.4%[activator]
Cc1cccc(-c2ccc3c(c2)C(=O)N2CC[C@H](NS(=O)(=O)c4cccs4)[C@H]2C(=O)N3)c1C	10µM*
COc1ccc(S(=O)(=O)c2c(SC)nn(CC(=O)Nc3ccc(C)c(Cl)c3)c2N)cc1	?
Cc1cccc(Nc2ncncc2-c2nc(-c3ccccc3)no2)c1C	-11.0%
CCc1ccc(NC(=O)CSc2nc3c(c(=O)[nH]2)CN(Cc2ccc(C)cc2)CC3)cc1	i
COc1ccc(CCC(=O)N2CCC3(CC2)CC(Cc2nc(-c4cnccn4)no2)CCO3)cc1 (configuration not stated)	i
Cc1nnc(N2CCCC(C(=O)NCCc3ccc(Cl)cc3)C2)c2nn(-c3ccccc3)c(C)c12 (configuration not stated)	?
O=C(C1CCC1)N1CCCc2cc(S(=O)(=O)Nc3ccc(F)cc3)ccc21	12.6%
O=C(NCCCn1nnc2ccccc21)C1CC(=O)N(Cc2ccccn2)C1 (configuration not stated)	?
CC(=O)c1ccc(NC(=O)C2CCC(CNS(=O)(=O)c3cccc4nsnc34)CC2)cc1 (configuration not stated)	?
CN1CC2(CCN(C(=O)C3CCCN3C3CCNCC3)CC2)OC1=O (configuration not stated)	10.3%
COc1nc2nc(CCc3ccccc3)n(C)c2cc1-c1ccnc(C)c1	?
COc1ccccc1C(=O)NC1CCCN(c2cc(-c3ccc(F)cc3)[nH]n2)C1 (configuration not stated)	?
CCN1CCCC2(Cc3ccccc3CN([S+](=O)([O-])c3ccccc3)C2)C1 (configuration not stated)	?
O=Cc1ccc(N2CCN(C(=O)NC3CCCCC3)CC2=O)cc1	0.7%
Cc1ccc(CNC(=O)c2c(C)oc3ncnc(N4CCOCC4)c23)cc1	57.0%[activator]
CCOc1ccccc1NC(=O)N[C@H](Cc1ccccc1)C(=O)N1CCOCCNC(=O)CC1	?
C[S+](=O)([O-])c1ccc(-c2nc(C(=O)N3CCN(c4ncccn4)CC3)n3ccncc23)cc1	11.2µM*
CCCCc1cn(C[C@H]2C[C@@H]3CCN2C[C@@H]3C(=O)Nc2ccccc2)nn1	i
O=C(CC1C(=O)NCCN1Cc1ccccc1)NCc1nc(C2CC2)no1 (configuration not stated)	-10.2%
CCc1cc(=O)n(CC(=O)N2CCN(c3ccc(F)cc3)CC2)c(N2CCOCC2)n1	i
CC(C)OCCCNC(=O)CCCn1c(SCC(=O)c2ccc(Br)cc2)nc2c(sc3ccccc32)c1=O	13.4%
Cc1cc(C)c2c(=O)cc(CSc3n[nH]c(C)n3)[nH]c2c1	21.6%
c1ccc(Nc2cc3c(cn2)CN(Cc2c[nH]c4ccccc24)CCN3)cc1	4.47µM*
COc1ccccc1CNC(=O)c1ccc2c(c1)N(C)C1CCCN1C2=O (configuration not stated)	i
Cc1cccc(C)c1NC(=O)NCCCN1CCN(c2ccccc2)CC1	?
CN(Cc1ccco1)C(=O)c1cccc2c1CCN2C(=O)Nc1ccccc1	i
O=C(c1ccc(Cl)cc1)N1CCC2(CN[S+](=O)([O-])c3cccnc3O2)C1 (configuration not stated)	16.8%
O=C1CCC2(CCN(c3ncc(F)cn3)CC2)CN1CC1CCCO1 (configuration not stated)	-9.3%
Cn1cccc1C(=O)C(=O)N1C[C@H](c2cc(F)cc(F)c2)[C@@H]2[C@H]1C1CCN2CC1	?
Cn1cnc(S(=O)(=O)NCCc2noc(-c3ccncc3)n2)c1	51.6%[activator]
Cc1nc(CN2CCCC(CCc3ccccc3C(F)(F)F)C2)no1 (configuration not stated)	?
CNC(=O)[C@H]1C[C@H](Oc2cccnc2)CN1C(=O)Cc1ccccc1	-11.5%
COc1cccc(C(=O)N2CCC(N3C[C@H](O)C[C@H]3C(=O)NCc3cc(F)cc(F)c3)CC2)c1	?
CC(=O)N1CC2(CCN(c3nc(C)cc(C(=O)O)n3)CC2)CC1C(=O)O (configuration not stated)	-2.4%
CN1CCCCCCN(C(=O)NCc2ccccc2)CCC1=O	9.1%
CN(CC(O)COc1cccc(CNCCOc2ccccc2)c1)C1CCCCC1 (configuration not stated)	4.47µM*
CCc1ccccc1NC(=O)c1ccc2c(c1)N(Cc1cccc(Cl)c1)C(=O)c1ccccc1S2(=O)=O	?
COc1ccc(C(=O)NCCn2ccn3nc(-c4ccc(C)c(C)c4)cc3c2=O)cc1	?
COCCOC1CCOC2(CCN(S(=O)(=O)c3c(C)noc3C)CC2)C1 (configuration not stated)	?
COc1ccc(C(=O)N[C@@H]2CCC[C@@H]2C(=O)NCC(C)C)cn1	19.5%
N#Cc1ccc(C(=O)N2CCC3(CC2)NC(=O)N(Cc2ccccc2)C3=O)cc1	?
N#Cc1ccc(CN2CCn3c(nnc3C3CCNCC3)C2)cc1	8.2%
Cc1ccc(C(C(=O)NCc2cc(C)nn2C)N(C)C)cc1 (configuration not stated)	-9.3%
Cc1ccc(CNC(=O)c2ccc(CSCc3ccc(C)cc3)o2)cc1	-6.5%
Cc1cc(C)cc(C(=O)N2CCCC(n3cc(-c4nc(C)no4)nn3)C2)c1 (configuration not stated)	i
CC(C)(C)C(=O)Nc1cccc(C(=O)OCc2cc(=O)n3nc(C4CCCCC4)sc3n2)c1	23.8%

Three entries from above, field by field:
COc1ccc(C(=O)N[C@@H]2CCC[C@@H]2C(=O)NCC(C)C)cn1
  Pf Dd2 growth: 19.5%

N#Cc1ccc(C(=O)N2CCC3(CC2)NC(=O)N(Cc2ccccc2)C3=O)cc1
  Pf Dd2 growth: ?

N#Cc1ccc(CN2CCn3c(nnc3C3CCNCC3)C2)cc1
  Pf Dd2 growth: 8.2%

Additional structures follow.
SMILES	Pf Dd2 growth
CCc1nnc(NC(=O)C2CC(=O)N(c3n[nH]c4cccc(F)c34)C2)s1 (configuration not stated)	-9.0%
O=C(NCCc1noc(-c2ccccc2)n1)c1n[nH]c2ccccc12	-15.9%
O=C(CSCCN1CCCC1)N1CCC(n2cnnc2)CC1	16.9%
CC(C)CC(=O)N1C[C@@H](Oc2ccccc2)C[C@H]1C(=O)N1CCCC1	-0.6%
COc1ccc(-c2ccnc3c2c(=O)n(C)c(=O)n3C)cc1OC	37.5%[activator]
COc1ccc(-c2noc([C@@H](C)NC(=O)Cc3ccccc3)c2C(=O)O)cc1	i
COc1ccc(CC(=O)N2CC[C@@H](CC(=O)O)[C@@H](CCN3CCN(c4ccc(F)cc4)CC3)C2)cc1	-23.3%
CC(C)CNC(=O)N1CC(Oc2ccc(-c3nc(-c4ccccc4)no3)cc2)C1	23.4%[5.79 µM]
O=C(C[C@@H]1CCNC[C@@H]1Cc1cc(COc2ccccc2)on1)NCc1ccccc1	?
O=C(c1ccc2c(c1)CCN2S(=O)(=O)c1ccccc1)N1CCN(c2ccccc2F)CC1	45.4%[activator]
CN(C)C[C@@H]1CN(C)C[C@H]1NC(=O)c1cc2ccccc2[nH]1	3.3%
CN1CCCN(C(=O)Cc2ccc(OC(F)(F)F)cc2)c2ccccc21	?
Cc1ccc(CN2CCSc3ccc(C(=O)Nc4cc(C)cc(C)c4)cc32)cc1	?
COCCCNC(=O)CSc1nc2c(sc3ccccc32)c(=O)n1CCc1ccccc1	24.8%
O=C(NCCN1CCOCC1)c1ccc2c(c1)n(Cc1cccc(F)c1)c(=O)c1ccnn12	?
COc1ccc(S(=O)(=O)NCC2Cn3cccc3C(=O)N2Cc2ccccc2)cc1 (configuration not stated)	?
CCC(=O)Nc1nnc(S(=O)(=O)N(C)Cc2ccccc2)s1	14.9%
Cc1ccc(-n2c(/C=C/c3cc(Br)cs3)nc3ccccc3c2=O)cc1C	i
Cc1c(Cl)cccc1NC(=O)Cn1ccn2nc(-c3ccccc3)c(CO)c2c1=O	1.4%
COc1ccc(CN2CCC3(CCC(=O)N(Cc4ccncc4)C3)CC2)c(F)c1	-7.8%
CCc1ccccc1N(C)C(=O)c1nn(-c2ccc(OC)cc2)c(=O)c2c1c1ccccc1n2C	3.1%
COc1ccc(C(=O)CN2C(=O)N(c3cc(C)ccc3C)S(=O)(=O)c3ccccc32)cc1	i
COc1cccc(C(=O)N2CCC(N3C[C@H](O)C[C@H]3C(=O)NCc3ccccc3)CC2)c1	?
CC(C)(CC(=O)O)CC(=O)N1CC[C@H]2NC(=O)N(c3ccc(F)cc3)C(=O)[C@H]21	-5.2%[44.1 µM]
O=C(CCCCn1c(=O)[nH]c2ccsc2c1=O)N1CCN(c2cccc(Cl)c2)CC1	?
Cc1cc(C)c(S(=O)(=O)NCCc2cc3ccc(C)cc3[nH]c2=O)c(C)c1	-28.5%
CC(CNC(=O)c1ccc(Cn2c(SCc3ccccc3)nc3cccnc32)cc1)c1ccccc1 (configuration not stated)	?
